# Compound activity deposited in PubChem by National Center for Advancing Translational Sciences (NCATS).
# PTAP TSG101 blk: blocks PTAP/TSG101 interaction to inhibit HIV-1 budding. Q99816. Fluorescence polarization, FITC-PTAP peptide / Tsg101 binding. Potency, µM (highest dose often 115 µM), without a hit: at the highest dose activity change, negative = inhibition, usual class: inhibitors. 340,000 tested, under 10 active. AID 493005; active = well fitted inhibition curve with a large enough effect in the main read-out, with a control signal flat, not every such curve was filed as active; inconclusive = small, poorly fitted or top-dose-only effect, or effect the other way, or a change in a side signal; inactive = no such curve, though single readings can be large or run the other way; also: potency is read from the fitted curve at half-maximal effect; % of control where 0% means no effect
#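 FP read-out: FITC-PTAP peptide, 50 nM final, binding Tsg101 binding domain, 10 uM final; 20 min, r.t.; 10 mM HEPES pH 7.5, 0.15 M NaCl, 0.01% Tween 20, 3 mM EDTA, 0.1 mM TCEP.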
# Menin-MLL TR inh: inhibitors of human menin-MLL interaction, mutant MLL peptide; O00255; Menin + Texas Red MLL mutant peptide, fluorescence polarization; Potency, µM (titrated, usually from 61.6 µM), for inactives: at the highest dose FP activity change, negative = inhibition, hits mostly inhibitors; 270,000 tested, 0.23% active; AID 1768; active = well fitted inhibition curve with a large enough effect in the polarisation, with a control signal flat, not every such curve was filed as active; inconclusive = small, poorly fitted or top-dose-only effect, or effect the other way, or a change in a side signal; inactive = no such curve, though single readings can be large or run the other way; the % refers to the polarisation; also: potency is read from the fitted curve at half-maximal effect; % of control where 0% means no effect; many of its hits are not listed in these tables
# Chronic BCR inh: inhibitors of chronic active B-cell receptor signaling. 340,000 tested, 0.05% active. ABC-DLBCL IkBa-CBG/CBR reporter, luminescence ratio, 4 h. Potency, µM (titrated, usually from 46.1 µM), inactives show at the highest dose ratio change, negative = lower green/red ratio, usual class: inhibitors. AID 493014; active = well fitted inhibition curve with a large enough effect in the signal ratio, with a control signal flat, not every such curve was filed as active; inconclusive = small, poorly fitted or top-dose-only effect, or effect the other way, or a change in a side signal; the % refers to the signal ratio;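 also: potency is read from the fitted curve at half-maximal effect; plate controls were basal doxycycline-induced cells for no effect and cells given 10 µM MG132 for full effect; MG132 reads +100%, hits lower the ratio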
#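 Doxycycline induced both beetle luciferases in TMD8 lymphoma cells; IKK-driven degradation limits the IkappaBalpha-fused green signal, while red luminescence normalises for cell number and nonspecific effects. Compounds tested up to 46 uM, 4 hrs.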
# FBPA coupling cs: inhibits coupling enzyme system, counter-screen for aldolase hits; coupling enzyme system counterscreen, AmpLite Red fluorescence; activity change, negative = inhibition, % at 58.2 µM, hits read low; 290,000 tested, 0.67% active; AID 2472; in the data active = activity change below about -30%; also: % is scaled to controls: 0 for no effect and ±100 for the full control effect
#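 Coupling enzymes only (glyceraldehyde-3-phosphate) + compound, at 57.5 uM final, 10 min RT; add substrate/coupling/AmpLite Red mix, 20 min RT; fluorescence ex 525/em 598 nm. Actives flag coupling-system interference.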
# GALK inh: blocks human galactokinase activity. Purified GALK, Kinase-Glo residual ATP luminescence. 270,000 tested, 0.007% active. Potency, µM (doses to about 57.5 µM), inactives show at the highest dose activity change, negative = inhibition, actives largely listed as inhibitors; also: potency is read from the fitted curve at half-maximal effect; % is scaled to controls: 0 for no effect and ±100 for the full control effect
# Target sequence (P51570 whole entry, looked up): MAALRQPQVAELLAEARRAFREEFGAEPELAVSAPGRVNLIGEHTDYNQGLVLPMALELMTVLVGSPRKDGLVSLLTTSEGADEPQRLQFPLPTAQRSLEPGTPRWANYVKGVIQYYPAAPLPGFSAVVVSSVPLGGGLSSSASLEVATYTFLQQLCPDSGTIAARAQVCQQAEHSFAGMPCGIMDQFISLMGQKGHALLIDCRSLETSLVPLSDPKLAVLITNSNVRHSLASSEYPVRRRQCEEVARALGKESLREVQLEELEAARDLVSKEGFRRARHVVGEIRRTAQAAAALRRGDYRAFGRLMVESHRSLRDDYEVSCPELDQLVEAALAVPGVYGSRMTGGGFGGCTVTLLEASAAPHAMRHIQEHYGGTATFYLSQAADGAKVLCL
#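 Human GALK (5 nM) with 35 uM ATP and 100 uM galactose in 20 mM HEPES pH 8.0, 5 mM MgCl2, 60 mM NaCl, 1 mM DTT, 0.01% BSA. After 1 h at room temperature, leftover ATP was read by Kinase-Glo Plus luminescence.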
# Giardia killer: Giardia lamblia killing | Giardia lamblia trophozoite viability | activity change, % at 7.66 µM, hits read low | 340,000 tested, 0.15% active; in the data active = activity change below about -80%; inconclusive = between about -30% and that limit;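 also: parasites exposed to compound for two days anaerobically before the ATP read; % is scaled to controls: 0 for no effect and ±100 for the full control effect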
#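 Trophozoite viability was measured as ATP-dependent luminescence, read 15-30 min after reagent addition. Before that, parasites at 100 cells/well were exposed to compounds for 48 h, anaerobically, at 37 deg C.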
# Tb PFK block: blocks T. brucei phosphofructokinase | Potency, µM (series often up to 57.5 µM), without a hit: top-dose activity, negative = inhibition, hits mostly inhibitors | O15648 | T. brucei PFK, ADP-Glo luminescence | AID 485367 | 330,000 tested, 0.17% active;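 also: potency is read from the fitted curve at half-maximal effect; 0% = uninhibited 1x PFK enzyme wells and -100% = no-enzyme wells; nearly all actives have a fitted effect of over 60% in size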
#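 1.25 nM PFK with 0.5 mM F6P and 0.1 mM ATP in 0.1 M TEA pH 8.0, 5 mM MgCl2, incubated 45 min at room temperature; ADP measured by ADP-Glo luminescence; compounds titrated up to 57 uM.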
# PKM2 activator: increases activity of human pyruvate kinase M2; purified PKM2, Kinase-Glo ATP luminescence, activation; response scale: 0% is enzyme alone, no compound; Potency, µM (doses to about 57.5 µM), for inactives: at the highest dose activation, most hits filed as activators; 260,000 tested, 0.34% active; also: potency is read from the fitted curve at half-maximal effect; % is scaled to controls: 0 for no effect and ±100 for the full control effect; nearly all actives have a fitted effect of over 55% in size
#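 Purified hPK-M2 (>95%) run at intermediate activity with 0.1 mM ADP and 0.5 mM PEP in 50 mM imidazole pH 7.2, KCl, MgCl2; 1 h room temperature. ATP formed read by Kinase-Glo luminescence; normalized to uninhibited and no-enzyme controls.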
# ASM inhibitor: blocks human secretory acid sphingomyelinase. P17405. placental ASM, HMU-PC fluorogenic substrate, 60 min. Potency, µM (titrated, usually from 57.5 µM), inactives show top-dose activity change, negative = inhibition, most hits filed as inhibitors. 340,000 tested, 0.006% active; also: potency is read from the fitted curve at half-maximal effect
#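 qHTS format. ASM enzyme prepared from human placenta hydrolyses the fluorogenic substrate HMU-PC0 (9 uM final) over 60 min at 37 °C after a 10 min compound preincubation.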
# B2AR arrestin: beta2AR (human) beta-arrestin recruitment activity | P07550 | Potency, µM (highest dose often 46.1 µM), for inactives: top-dose activation, hits mostly activators | 330,000 tested, 0.02% active | AID 492947 | beta-arrestin recruitment to beta2AR, cell-based reporter;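 also: potency is read from the fitted curve at half-maximal effect; 0% = DMSO controls and full agonism = EC100 isoproterenol or metaproterenol; nearly all actives have a fitted effect of over 65% in size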
# Target sequence (P07550 whole entry, looked up): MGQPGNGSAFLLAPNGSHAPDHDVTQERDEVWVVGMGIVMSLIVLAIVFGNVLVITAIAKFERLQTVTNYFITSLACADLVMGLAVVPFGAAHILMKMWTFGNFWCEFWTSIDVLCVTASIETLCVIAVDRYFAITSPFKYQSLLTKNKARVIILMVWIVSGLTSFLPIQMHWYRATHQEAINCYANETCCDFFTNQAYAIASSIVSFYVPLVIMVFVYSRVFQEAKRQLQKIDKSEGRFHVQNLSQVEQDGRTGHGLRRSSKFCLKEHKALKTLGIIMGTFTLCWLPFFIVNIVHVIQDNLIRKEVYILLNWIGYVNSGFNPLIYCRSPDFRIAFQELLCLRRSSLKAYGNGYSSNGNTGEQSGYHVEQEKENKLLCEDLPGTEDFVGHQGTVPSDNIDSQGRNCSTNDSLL
# Integrin act MD: activates integrin-mediated alleviation for muscular dystrophy. Potency, µM (highest dose often 38.3 µM), without a hit: at the highest dose activation, actives largely listed as activators. alpha7betagal myoblasts, beta-gal FDG fluorescence, 48 h. AID 624291. 350,000 tested, 0.064% active;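 also: potency is read from the fitted curve at half-maximal effect; 100% = response of the positive control SU9516; nearly all actives have a fitted effect of over 60% in size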
#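 alpha7betagal+/- myoblasts (passage 13, 250/well) treated 48 h at 37C with compounds at 1:260 dilution of DMSO stock. Lysed, then beta-galactosidase activity read as FDG fluorescence (ex 480/em 540) after 30 min, with pre-read for autofluorescence.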
# The depositor's hits bear a star; ? = inconclusive; / = no result given; [ ] = another dose, or the depositor's remark. Unless noted, calls follow the shape of the dose curve; as a rule, active = well fitted curve in the direction sought with a large enough effect; inconclusive = small, poorly fitted or top-dose-only effect, or another doubt; inactive = no such curve, though single readings can be large; an effect the other way counts as inactive or inconclusive.
SMILES | B2AR arrestin | Menin-MLL TR inh | Integrin act MD | Chronic BCR inh | PTAP TSG101 blk | ASM inhibitor | Giardia killer | FBPA coupling cs | GALK inh | Tb PFK block | PKM2 activator
Cc1cc(OCC(=O)Nc2ccc(Br)cc2)cc2c1C(=O)CC(C)(C)O2 | -0.2% | / | 5.5% | ? | -1.0% | -15.3% | -3.4 | 0.1 | 6.4% | 2.9% | 0.7%
CC1CN=C(N(C(=O)Nc2ccccc2)c2ccc(F)cc2)S1 (centres undefined) | 0.0% | 0.3% | -14.9% | ? | 1.8% | 2.2% | 14.6 | 3.5 | 1.4% | 0.2% | 0.0%
Cc1ccc(C)c(NC(=S)Nc2cccc3cnccc23)c1 | -0.3% | -10.0% | ? | ? | -7.9% | 1.3% | -4.8 | -37.1* | 9.6% | -5.0% | -3.3%
CCCCP(=O)(CCCC)Cc1ccccc1O | 0.4% | -0.6% | -15.2% | -1.8% | -8.5% | 0.0% | -2.3 | -1.0 | -0.6% | -4.0% | 3.2%
CC[C@]12c3[nH]c4ccc(Cl)cc4c3CCN1C(=O)[C@@H](CC(=O)NCCC1=CCCCC1)C[C@@H]2C(=O)N1CCN(C(=O)c2ccco2)CC1 | 4.4% | / | -2.1% | ? | -3.4% | -2.8% | 11.8 | / | / | 1.3% | /
Cc1sc2ncnc(SCc3ccc(C(=O)O)cc3)c2c1C | 0.5% | 8.3% | 2.2% | 3.8% | -0.6% | -1.0% | -13.4 | 19.9 | -1.3% | -2.9% | -0.9%
CC(=O)N/C(=C\c1ccccc1Cl)C(=O)O | -0.2% | 4.6% | 4.3% | 10.0% | 0.0% | 5.2% | 7.7 | -0.2 | -0.5% | 1.0% | -1.2%
Cc1cc(Br)ccc1NC(=O)CN1C(=O)CCC1=O | 0.1% | 4.5% | -22.7% | -0.7% | -0.4% | 2.2% | -2.5 | 1.4 | -0.4% | -9.4% | -0.2%
Fc1cc(Br)ccc1NC(=S)Nc1cccnc1 | 0.1% | 22.8% | 0.0% | ? | -2.3% | 0.9% | -21.4 | 2.3 | 3.6% | -2.7% | 10.9%
Cn1c(=O)c2c(SCC(=O)Nc3ccc4c(c3)OCCO4)nc(CC(C)(C)C)nc2n(C)c1=O | -1.7% | -4.5% | 17.0% | 0.0% | -7.2% | -9.6% | -6.1 | 3.4 | -1.7% | -0.7% | -0.8%
Fc1ccc(C(CCNCc2cccs2)c2ccco2)cc1 (centres undefined) | 0.0% | / | -10.5% | -0.8% | -2.6% | -4.5% | 10.5 | -0.5 | -2.1% | -1.9% | 0.8%
Cc1ccc(CCNC(=O)CN(C)S(=O)(=O)c2cnc[nH]2)cc1 | -0.5% | -1.1% | 14.2% | -0.5% | -6.5% | -4.4% | 0.2 | 5.2 | 0.9% | 0.0% | -1.2%
CCOC(=O)c1cc2sc(C)cc2n1CC(=O)N(CC)CC | -0.4% | 1.4% | -5.7% | ? | -7.5% | -1.0% | 1.3 | 1.1 | -0.1% | 0.3% | -8.8%
Cc1nn(-c2ccc(N3CCCCC3)nn2)c(C)c1CCC(=O)Nc1ccc(F)c(F)c1 | -0.7% | 24.3% | 2.3% | ? | -7.6% | -1.2% | -4.2 | 5.1 | 6.7% | -1.9% | 0.4%
C[C@H](NC(=O)[C@H]1N2C(=O)c3ccccc3C2SC1(C)C)C(=O)N1CCN(C)CC1 (some centres undefined) | 0.1% | 0.1% | 3.0% | 3.2% | 0.9% | 0.8% | -20.6 | 0.6 | -5.5% | 2.7% | /
Cc1cc(C(C)(C)C)cc(C)c1COC(=O)CN1C(=O)NC2(CCCC2)C1=O | 0.0% | / | -36.0% | 0.7% | -1.4% | -3.3% | ? | / | / | -0.7% | /
COc1ccc(Cc2noc(CN3CCCC(OCc4ccccn4)C3)n2)cc1OC (centres undefined) | -0.5% | 0.1% | -8.8% | ? | -2.5% | 2.5% | 13.8 | 3.6 | -0.8% | -0.5% | 1.4%
O=C(Cc1cccc(C(F)(F)F)c1)NCC(=O)Nc1cc(Cl)ccc1Cl | 0.4% | ? | -16.2% | ? | -0.3% | 2.7% | -9.9 | -0.4 | -1.1% | -3.3% | -2.3%
Nc1nnc(-c2cn(-c3ccccc3)nc2-c2ccc(Cl)cc2)o1 | 0.2% | / | 10.4% | ? | -1.4% | -0.2% | 0.8 | 2.0 | 0.1% | 4.7% | 4.5%
Clc1ccc(-n2ncc3c(NCC4CCCO4)ncnc32)cc1 (centres undefined) | 0.1% | ? | -25.7% | 12.2% | 1.3% | -4.1% | -18.2 | 2.5 | -4.8% | 3.9% | -6.3%
CCN(CC)S(=O)(=O)c1ccc2c(c1)N(CC(=O)Nc1cccnc1Cl)C(=O)CO2 | -0.1% | 7.3% | 3.5% | ? | -3.5% | 5.4% | 0.5 | 4.1 | 8.1% | -7.2% | 13.4%
Cc1cc(SC#N)cc(C)c1NC(=O)CCl | 0.1% | -18.8% | -43.5% | ? | -3.3% | 3.1% | -1.7 | 0.9 | 0.5% | -3.6% | 0.0%
Cc1cc(C(=O)Nc2nnc(C3CCCCC3)s2)cs1 | 3.4% | -5.5% | 11.9% | ? | / | 0.8% | -14.3 | 2.8 | -0.2% | 3.5% | 9.9%
Oc1cc2c(cc1CN1CCc3ccccc3C1)OCO2 | 0.0% | / | 1.6% | -8.2% | 0.2% | 4.5% | 9.4 | / | -3.6% | 0.6% | ?
O=C(O)Cc1ccc2sc(-c3ccccc3)nc2c1 | -0.6% | -10.6% | -9.1% | -5.8% | -0.6% | 3.8% | -9.6 | 13.0 | 7.5% | -2.2% | -25.4%
Cc1cc2cc(CN(Cc3cccs3)C(=S)NCc3ccco3)c(=O)[nH]c2cc1C | -0.7% | -26.8% | -8.1% | ? | 0.0% | -13.5% | -15.8 | -0.3 | -0.2% | -1.3% | -3.1%
Cc1ccc(OCC(=O)Nc2nc(C)c(Cl)cc2Cl)c([N+](=O)[O-])n1 | 0.1% | / | 13.4% | -0.8% | -0.1% | 2.2% | ? | / | / | 18.7% | /
CCc1nnc(NS(=O)(=O)c2ccc(NC(=O)CCC(=O)OC)cc2)s1 | 0.3% | ? | 6.9% | 0.4% | -0.7% | 1.9% | 8.5 | 1.6 | 0.1% | 2.2% | 0.4%[11.5 µM]
Cc1ccc(NC(=O)C(C)N2CCOCC2)c(C(=O)c2ccccc2)c1 (centres undefined) | 0.1% | 2.9% | 1.5% | 3.3% | -1.7% | -4.5% | -13.0 | 4.1 | 9.0% | 2.9% | 0.8%
O=C(CCN=C1NS(=O)(=O)c2ccccc21)NCc1ccccc1F | -0.4% | / | 13.6% | -3.1% | -1.6% | 4.2% | 1.7 | / | / | 4.3% | /
CN(CC1CCCO1)S(=O)(=O)c1ccc(C(=O)NCc2ccccc2)cc1 (centres undefined) | -0.2% | 11.1% | -3.4% | -17.1% | -5.0% | 3.5% | -25.8 | 0.0 | 0.2% | 1.1% | 2.9%
O=c1cc(CSc2ccc([N+](=O)[O-])cc2)nc2sccn12 | 0.2% | -7.5% | 11.0% | 5.5% | 0.5% | 0.4% | -11.8 | -0.7 | -1.3% | -3.8% | 18.4%
COc1cccc(NC(=O)N2CCc3ccccc3C2)c1 | -0.4% | / | -17.0% | ? | -7.3% | 0.2% | 3.2 | / | -7.5% | 1.3% | 4.6%
Cc1cc(NC(=O)CN2CCCCC2C)nc2c1c(=O)oc1ccccc12 (centres undefined) | 0.3% | 6.2% | / | 0.0% | / | / | / | -2.8 | 9.0% | -1.4% | -1.7%
COCCCNC(=S)N1CCCN(c2nc3c(C)c(C)ccc3cc2C#N)CC1 | 0.1% | -2.1% | 16.4% | -22.4% | 0.5% | 37.6%[activator] | 5.0 | -0.2 | 1.2% | -0.8% | -7.6%
COc1ccccc1COC(=O)C(NC(=O)c1ccc(C)cc1)C(C)C (centres undefined) | 0.0% | / | 3.6% | -2.3% | -5.5% | -2.8% | -6.5 | / | / | -7.4% | /

# Quoted from the listing.
# COc1ccccc1COC(=O)C(NC(=O)c1ccc(C)cc1)C(C)C (centres undefined) | Giardia killer: -6.5
# O=c1cc(CSc2ccc([N+](=O)[O-])cc2)nc2sccn12 | PKM2 activator: 18.4%

# Not all compounds are listed. The share of hits here may be higher or lower than overall.
